From PubChem BioAssay
PLC-beta3 inh = PLC-beta3 (human) inhibition, primary screen; Purified PLC-beta3, fluorogenic substrate, fluorescence; Q01970; AID 720704; inhibition, % at 12.2 µM; hit rate 0.18% among 370,000; in the data active means inhibition above about 11%;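 further: 0% = median of compound wells on plate and 100% = full blocker control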
NR1D1 modulator = modulators of human Rev-erb alpha DNA binding. P20393. Rev-erbα–FITC-DNA binding, fluorescence polarization, 90 min. activity, % at 10 µM. hit rate 0.79% among 370,000. AID 1259318;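 active means activity above about 14%, limit read from the data; passing the limit was not always enough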;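 further: 0% = DMSO wells with 35 nM protein and 100% = DMSO wells with 750 nM protein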
Target sequence (P20393 whole entry, looked up): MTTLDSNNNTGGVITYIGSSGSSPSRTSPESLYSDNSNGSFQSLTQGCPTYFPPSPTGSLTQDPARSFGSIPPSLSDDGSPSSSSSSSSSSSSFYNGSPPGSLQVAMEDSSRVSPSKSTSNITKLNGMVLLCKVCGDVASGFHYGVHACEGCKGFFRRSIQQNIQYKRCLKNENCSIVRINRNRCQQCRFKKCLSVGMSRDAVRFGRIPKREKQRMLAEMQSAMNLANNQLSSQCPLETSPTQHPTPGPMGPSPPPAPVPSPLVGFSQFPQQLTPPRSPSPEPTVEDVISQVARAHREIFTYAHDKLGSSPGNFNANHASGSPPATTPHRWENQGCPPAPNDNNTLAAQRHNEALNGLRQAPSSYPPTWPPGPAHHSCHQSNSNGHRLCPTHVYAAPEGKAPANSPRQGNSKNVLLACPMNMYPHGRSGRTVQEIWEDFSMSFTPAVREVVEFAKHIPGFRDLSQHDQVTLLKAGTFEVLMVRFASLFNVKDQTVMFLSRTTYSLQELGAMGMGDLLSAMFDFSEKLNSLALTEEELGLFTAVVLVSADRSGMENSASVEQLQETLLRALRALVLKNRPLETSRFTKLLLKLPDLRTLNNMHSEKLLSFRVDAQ
ADAM17 inh = inhibits human ADAM17; inhibition, % at 6.95 µM; AID 720648; hit rate 0.83% among 370,000; P78536; recombinant ADAM17, EDANS/DABCYL FRET peptide cleavage;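 active means inhibition above the mean of compounds lying between control limits plus 3 SD, set per campaign, cut at about 8.5% in these data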;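 further: 0% = DMSO-only wells as the low control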
ssDAF-12 act = activators of S. stercoralis DAF-12 nuclear receptor; hit rate 1% among 370,000; HEK293 ssDAF-12/GRIP1 lit1-tk-luc reporter, luminescence; % of 3 µM dafachronic acid response; activation, % at 6.8 µM;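 active means activation above the mean over all tested compounds plus 3 SD, cut at about 0.9% in these data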;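 further: 0% = DMSO-only wells and 100% = 3 µM delta7-dafachronic acid wells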
DAX1 inh-1 = inhibits human nuclear receptor DAX1; P51843; HEK293 Gal4-DAX1 luciferase reporter, luminescence; inhibition, % at 6.75 µM; hit rate 0.99% among 340,000; AID 504766;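 active means inhibition above the mean over all tested compounds plus 3 SD, cut at about 4.2% in these data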;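 further: 0% = DAX1-transfected cells with DMSO and 100% = empty-vector control cells with DMSO; inhibition shows as a rise in luminescence from relieved DAX1 repression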
PLC-gamma1 inh = inhibitors of human phospholipase C gamma1; P19174; purified PLC-gamma1, fluorogenic substrate, fluorescence; inhibition, % at 12.2 µM; hit rate 0.84% among 370,000; in the data active means inhibition above about 9.5%
hcDAF12 agonist = activators of H. contortus DAF-12 nuclear receptor | HEK293 hcDAF-12 lit1-tk-luc reporter, luminescence; 0% DMSO, 100% Δ7-dafachronic acid | activation, % at 6.8 µM | hit rate 1.4% among 370,000;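 active means activation above the mean of all tested compounds plus 3 SD, cut at about 5.5% in these data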;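 further: 100% = response to 3 µM Δ7-dafachronic acid high control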
MBD2 DNA inh = inhibitors of human MBD2 binding to methylated oligonucleotide | Q9UBB5 | TR-FRET | inhibition, % at 4.4 µM | hit rate 0.31% among 370,000 | AID 686964; in the data active means inhibition above about 13%
Target sequence (Q9UBB5 whole entry, looked up): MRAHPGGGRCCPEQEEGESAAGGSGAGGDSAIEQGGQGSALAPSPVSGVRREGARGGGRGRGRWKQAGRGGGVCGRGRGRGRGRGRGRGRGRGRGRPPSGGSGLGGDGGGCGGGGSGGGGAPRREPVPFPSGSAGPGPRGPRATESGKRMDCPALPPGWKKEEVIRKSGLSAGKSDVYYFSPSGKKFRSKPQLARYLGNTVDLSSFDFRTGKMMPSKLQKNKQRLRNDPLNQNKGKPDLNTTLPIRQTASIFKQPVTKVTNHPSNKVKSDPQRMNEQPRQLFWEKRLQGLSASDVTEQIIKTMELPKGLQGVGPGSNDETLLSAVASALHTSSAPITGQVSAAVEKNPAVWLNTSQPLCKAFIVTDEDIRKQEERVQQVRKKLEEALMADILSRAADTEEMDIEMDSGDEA
SMARCA2 activ = activators of SMARCA2 function. MG213 cells, MMTV-luciferase reporter, dexamethasone, overnight. activation, % at 9.1 µM. hit rate 1% among 370,000. AID 652017; in the data active means activation above about 7.8%;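 further: 0% = vehicle wells and 100% = reference activator wells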
hgDAF12 agonist = hgDAF-12 agonism, primary luciferase screen; HEK293 GAL4-hgDAF12 UAS-luciferase reporter, agonist luminescence; normalized to butyrate control; hit rate 1.8% among 370,000; activation, % at 6.8 µM; AID 687014;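 active means activation above a cutoff set at the mean of all screened compounds plus 3 SD, cut at about 10% in these data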;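 further: 0% = DMSO wells and 100% = sodium butyrate wells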
DAX1 inh-2 = inhibitors of DAX1 repression of SF-1 activated StAR promoter | inhibition, % at 6.8 µM | hit rate 1.1% among 370,000 | HEK293T StAR-luciferase reporter, SF-1/DAX-1 repression relief | AID 652010;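 active means inhibition above the mean over all tested compounds plus 3 SD, cut at about 3.6% in these data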;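 further: 0% = DAX-1 cells with DMSO and 100% = cells lacking DAX-1 with DMSO; higher inhibition means more luminescence from relief of DAX-1 repression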
* = called active by the depositor; . = not tested or not shown.

SMILES | PLC-beta3 inh | NR1D1 modulator | ADAM17 inh | ssDAF-12 act | DAX1 inh-1 | PLC-gamma1 inh | hcDAF12 agonist | MBD2 DNA inh | SMARCA2 activ | hgDAF12 agonist | DAX1 inh-2
O=c1[nH]c2cc([N+](=O)[O-])ccc2c2cc(Br)ccc12 | -14 | -12 | -5 | 0.2 | -0.6 | -6 | 3.9 | -2 | 3 | 4.3 | 0.7
COc1ccc(/C=C(/C(=O)Nc2ccccc2C(=O)NC(C)C)c2ccccc2)cc1 | -4 | 0 | 9.6* | -2.1 | -0.9 | 2 | -3.3 | -6 | 1 | -6.5 | -1.1
C=CCN1C(=O)[C@@H](CC(=O)NCCCC)[C@]2(C(=O)OCC)CCCCC/C=C/12 | 1 | -3 | -1 | -1.3 | . | -2 | 1.1 | -7 | -1 | 1.4 | -0.1
O=c1cc(-c2ccc(C(F)(F)F)cc2)oc2ccccc12 | -5 | -11 | 0 | -0.8 | 0.4 | -1 | -0.9 | 1 | 1 | 1.1 | 0.0
CC1CCc2c(sc3ncnc(SC(C)C(=O)NCC4CCCO4)c23)C1 (stereo not given) | -9 | 8 | 1 | -0.9 | -1.9 | 1 | -0.2 | 2 | 0 | -0.9 | 0.8
CCN(Cc1ccccc1)C(=O)CCCOc1ccccc1 | 0 | -4 | 3 | -0.7 | -0.1 | 1 | -0.4 | 5 | 4 | 6.9 | 1.0
Cc1ccc(C2(c3noc(CN4C[C@@H](C)O[C@@H](C)C4)n3)CCCC2)cc1 | -1 | -3 | -3 | -1.4 | 0.5 | 2 | -0.7 | -5 | -2 | 3.2 | 0.0
CC(=O)C1=C(C)NC2=C(C(=O)c3ccccc32)C1c1ccccc1 (stereo not given) | -5 | 11 | 1 | -2.4 | -1.3 | 0 | -2.5 | -15 | -1 | -2.5 | -0.7
CN(C)c1ccc(C(=S)N2CCCCC2)cc1 | 4 | -2 | 0 | -0.7 | 1.1 | 1 | -0.3 | 0 | -1 | 1.2 | -0.4
CCCCCSc1nnc2c(n1)OC(c1cccn1C)N(C(C)=O)c1ccccc1-2 (stereo not given) | -1 | 0 | -2 | -0.8 | 1.1 | 2 | -1.8 | 1 | -2 | -0.5 | -0.1
COc1ccc(Cl)cc1NC(=O)CCN1C(=O)NC(C)(C)C1=O | -1 | 1 | -3 | -0.9 | 1.0 | 1 | 0.9 | 5 | 7 | 1.9 | 1.3
CCSc1nnc(NC(=O)[C@@H](NC(=O)c2cccc(C)c2)C(C)C)s1 | 0 | -6 | -1 | -1.3 | 0.0 | 1 | 0.5 | 2 | -2 | -0.8 | 0.3
CCOC(=O)c1sc2nc(SC)nc(-c3ccccc3)c2c1N | -6 | 1 | -5 | -1.6 | -0.1 | -9 | -2.2 | -5 | -3 | -2.5 | 1.0
CC[C@@]1(C(=O)OC)N[C@H](CN(C)C(=O)c2ccccc2)[C@@H]2C(=O)N(Cc3ccccc3)C(=O)[C@@H]21 | 4 | -3 | 0 | -1.7 | -2.0 | 1 | -1.0 | -2 | -1 | 0.8 | 1.5
Cc1nc2ccc([N+](=O)[O-])cc2c(=O)n1Cc1ccc(Cl)cc1 | -7 | -4 | -2 | -0.6 | 0.2 | 1 | 0.0 | 5 | -1 | -0.2 | -0.3
O=C(O)C1CCCN(CCC=C(c2ccccc2)c2ccccc2)C1 (stereo not given) | -2 | 6 | -8 | -1.1 | 0.5 | 0 | -0.4 | 3 | -4 | -2.7 | 0.4
COc1cccc(CNC(=O)[C@@H]2CCCN2C(=O)[C@H]2CCCCN2C(=O)c2cccc(Cl)c2)c1 | -5 | -6 | -6 | 0.1 | . | -1 | -0.8 | 6 | -2 | 2.9 | -2.6
CN(Cc1cccs1)C(=O)CCc1ccc(S(=O)(=O)N2CCOCC2)cc1 | 4 | 1 | 11* | -1.0 | -1.4 | 3 | -0.8 | -4 | -4 | -0.2 | -1.2
COc1ccccc1-c1ccc(SCc2ccc([N+](=O)[O-])cc2)nn1 | 1 | 2 | 0 | -1.6 | 0.0 | 5 | -2.5 | -1 | 0 | -0.1 | -1.4
COc1ccc2nc(CC(C)(C)CC(=O)O)c[n+]([O-])c2c1 | -112 | 6 | -184 | -0.7 | -1.0 | -83 | -1.2 | 1 | 1 | -1.7 | 0.0
CCCCn1c(N)c(N(CCOC)C(=O)Cn2c(=O)oc3ccccc32)c(=O)[nH]c1=O | -11 | -5 | -6 | -0.3 | 1.6 | -3 | 0.9 | 4 | 0 | -1.5 | -0.4
CCN(CC)C(=O)CSc1nc2ccccc2c(=O)[nH]1 | 1 | -2 | -2 | -1.1 | 0.7 | 0 | -0.8 | 1 | 0 | 0.7 | 3.6
C/C(=N/NS(=O)(=O)c1ccccc1)c1ccc(Cl)cc1 | 1 | -3 | -2 | -0.4 | 2.2 | 0 | 1.6 | -2 | -3 | 2.7 | -0.3
CC(C)(C)c1ccc(C(=O)NCC(=O)OCC(=O)N2CCCC2)cc1 | 2 | -2 | 2 | -0.6 | -0.9 | -2 | -1.3 | -5 | 0 | -0.4 | 0.5
CCN1C(=O)[C@H]2[C@@H](c3ccccc3)N[C@]3(CCCN(Cc4ccccc4)C3=O)[C@H]2C1=O | -3 | 1 | -4 | -1.4 | 1.5 | 0 | 0.2 | 3 | -2 | -2.3 | -0.3
COc1ccc(C)cc1NC(=O)Nc1cccc(C)c1 | 1 | -3 | 1 | -1.7 | -2.0 | 2 | -2.0 | -1 | 1 | -2.9 | -1.0
CCN(CC)C(=O)CC[C@H]1CC[C@]2(CCCN(C(=O)c3ccco3)C2)O1 | -3 | 12 | -3 | -1.1 | . | 1 | -1.8 | 3 | -3 | 0.7 | 0.6
Clc1ccc(-c2csc(N/N=C\c3cccnc3)n2)cc1 | -56 | 1 | 3 | -1.2 | 0.0 | -56 | -0.5 | 3 | -5 | 1.0 | 0.2
CCCCCn1c(NCc2ccco2)nc2ccccc21 | -5 | -5 | -3 | -1.2 | 1.0 | -4 | -2.5 | -1 | -1 | -3.1 | 1.2
Cc1cccc(COC(=O)C(Cc2ccccc2)NC(N)=O)c1 (stereo not given) | 0 | -3 | 2 | -1.2 | -0.1 | 2 | -0.9 | 1 | -1 | 2.9 | 0.5
O=C(Nc1ccccc1O)c1ccc([N+](=O)[O-])cc1 | 0 | 2 | 2 | 1.4* | -0.3 | 8 | 7.0* | -2 | -2 | 6.4 | 0.8
COc1ccc(Cl)cc1NC(=O)CSc1nc(N2CCCCC2)nc(N2CCCCC2)n1 | 6 | 4 | -1 | -0.7 | -0.4 | 1 | 0.3 | 7 | 3 | 1.8 | 0.8
CC(=O)N1c2ccc(S(=O)(=O)N3CCC(C(=O)NC4CCCC(C)C4C)CC3)cc2CC1C (stereo not given) | -1 | -4 | 1 | -1.7 | 1.3 | -1 | 1.7 | -1 | -4 | 2.5 | -0.3
Cc1cc(C(=O)NCC2CCCCC2)ccc1[N+](=O)[O-] | 1 | 0 | 4 | -1.1 | 0.7 | 11* | -0.3 | -1 | 0 | 1.4 | 0.6
O=C(CN(C(=O)CNC(=O)c1cccs1)c1cccc(F)c1)NC1CCCC1 | -9 | -1 | -5 | -1.0 | 0.2 | 0 | 0.0 | 1 | -1 | -0.8 | -0.3
CC(C)(C)OC(=O)NCCCCCNC(=O)c1nc[nH]c1C(=O)NCCCCCNC(=O)OC(C)(C)C | -1 | 1 | 2 | -2.3 | -5.3 | 3 | -3.1 | -4 | -3 | -11 | -2.7

3 structures from above, sorted by SMILES length, smallest number first:
SMILES | PLC-beta3 inh | NR1D1 modulator | ADAM17 inh | ssDAF-12 act | DAX1 inh-1 | PLC-gamma1 inh | hcDAF12 agonist | MBD2 DNA inh | SMARCA2 activ | hgDAF12 agonist | DAX1 inh-2
O=C(CN(C(=O)CNC(=O)c1cccs1)c1cccc(F)c1)NC1CCCC1 | -9 | -1 | -5 | -1.0 | 0.2 | 0 | 0.0 | 1 | -1 | -0.8 | -0.3
Cc1ccc(C2(c3noc(CN4C[C@@H](C)O[C@@H](C)C4)n3)CCCC2)cc1 | -1 | -3 | -3 | -1.4 | 0.5 | 2 | -0.7 | -5 | -2 | 3.2 | 0.0
CC[C@@]1(C(=O)OC)N[C@H](CN(C)C(=O)c2ccccc2)[C@@H]2C(=O)N(Cc3ccccc3)C(=O)[C@@H]21 | 4 | -3 | 0 | -1.7 | -2.0 | 1 | -1.0 | -2 | -1 | 0.8 | 1.5

Single records, from the list above. Screens in order: PLC-beta3 inh	NR1D1 modulator	ADAM17 inh	ssDAF-12 act	DAX1 inh-1	PLC-gamma1 inh	hcDAF12 agonist	MBD2 DNA inh	SMARCA2 activ	hgDAF12 agonist	DAX1 inh-2
`CC(C)(C)OC(=O)NCCCCCNC(=O)c1nc[nH]c1C(=O)NCCCCCNC(=O)OC(C)(C)C` is entered as -1	1	2	-2.3	-5.3	3	-3.1	-4	-3	-11	-2.7
`COc1ccc(Cl)cc1NC(=O)CSc1nc(N2CCCCC2)nc(N2CCCCC2)n1` is entered as 6	4	-1	-0.7	-0.4	1	0.3	7	3	1.8	0.8

Other compounds:
SMILES | PLC-beta3 inh | NR1D1 modulator | ADAM17 inh | ssDAF-12 act | DAX1 inh-1 | PLC-gamma1 inh | hcDAF12 agonist | MBD2 DNA inh | SMARCA2 activ | hgDAF12 agonist | DAX1 inh-2
Cc1c(C(=O)Nc2ccc3oc(-c4cccnc4)nc3c2)oc2ccccc12 | -24 | 18 | -8 | -1.4 | -0.2 | -21 | 0.6 | 5 | -4 | 1.2 | -1.0
Cc1ccc(NC(=O)C2CCN(c3ncnc4c3nc3n4CCCCC3)CC2)nc1 | -7 | -5 | 6 | -1.7 | -1.8 | 1 | -2.5 | 0 | -6 | -0.2 | -0.6
CN1C(=O)NC(c2ccc(O)cc2)C2=C1CN(c1cccc3ccccc13)C2=O (stereo not given) | 2 | -1 | -5 | 0.2 | 0.4 | -2 | 0.6 | -2 | -4 | 2.6 | -0.3
N#Cc1ccccc1OCC(=O)NC(N)=O | 3 | 8 | 0 | -1.1 | 1.0 | 1 | -0.2 | -4 | -2 | -0.6 | 1.0
CCC1CCCCN1C(=O)c1ccc(OC2CCN(C(=O)C3CC3)CC2)cc1 (stereo not given) | -4 | -1 | -3 | -1.2 | -0.9 | -2 | -1.5 | -5 | -2 | -2.4 | -0.5
Clc1ccc2oc(-c3ccccc3)cc(=NCCCN3CCOCC3)c2c1 | 0 | 6 | -2 | 0.1 | 1.7 | 0 | 3.9 | -2 | 17* | 16* | 2.2
COc1ccc(C2=NN(C(=O)CSc3nc(=O)n4cc(C)ccc4n3)C(c3ccc(C)cc3)C2)cc1 (stereo not given) | -2 | 57* | 0 | -1.2 | -0.9 | 4 | -1.4 | -7 | -1 | 0.7 | 0.5
Cc1cccc(-c2nnc(SCc3ccc(C#N)cc3)n2Cc2ccco2)c1 | 2 | 3 | 0 | -2.6 | -0.4 | 2 | -2.7 | 0 | -1 | -0.9 | -0.8
COc1ccccc1CNC(=O)c1ccc(Cl)c(NC2=NC3CS(=O)(=O)CC3S2)c1 (stereo not given) | -2 | 0 | -4 | -1.1 | 1.5 | 0 | 3.6 | 6 | -2 | -0.7 | 0.6
COC(=O)c1cc(NC(=S)NC(=O)c2ccccc2)ccc1N1CCOCC1 | -9 | 6 | 2 | -1.0 | 0.2 | 1 | 0.1 | 1 | 2 | -1.2 | -1.8
CCC(=O)c1cn(CC(=O)Nc2ccccc2F)c2ccccc12 | -2 | 5 | 1 | -1.6 | 1.3 | 2 | -2.1 | 2 | 1 | -2.2 | 0.1
